Screening results deposited in PubChem BioAssay by Sanford-Burnham Center for Chemical Genomics.
SENP8 block-1: SENP8 (human) protease inhibition; Q96LD8; recombinant SENP8, Nedd8 substrate fluorescence; inhibition, % at 20 µM; 360,000 compounds, 0.64% hits; AID 602440; in the data active = inhibition mostly above about 40%, no sharp cut-off; inactive = mostly below about 27%
Apaf-1 inh: inhibitors of human Apaf-1 apoptosome; O14727; reconstituted apoptosome caspase-3 activity, DEVD-Rh110 fluorescence; inhibition, % at 20 µM; 330,000 compounds, 0.71% hits; AID 489030; active = inhibition of at least 40% at 20 µM;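 also: plate controls were DMSO wells for no effect and DEVD-CHO caspase inhibitor wells for full effect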
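Material: cell-free apoptosome with Apaf-1, procaspase-3 and caspase-9; Buffer or medium: Hepes pH 7.5 with detergent and BSA; Reagent: cytochrome c trigger plus (Z-DEVD)2-Rh110 caspase-3 substrate; Times: compound with Apaf-1, dATP, procaspase-3 30 min, then 50 min reaction, room temperature; Technique: Rh110 fluorescence intensity.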
SENP6 inh: blocks the human protease SENP6. Q9GZR1. Recombinant SENP6 catalytic domain, aminoluciferin luminescence. inhibition, % at 10 µM. 330,000 compounds, 1.8% hits. AID 2599;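 active = inhibition above about 50% at the single tested dose, limit read from the data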;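 also: plate controls were DMSO wells with enzyme for no effect and DMSO wells lacking enzyme for full effect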
Target sequence (Q9GZR1 628-1112 limits assumed): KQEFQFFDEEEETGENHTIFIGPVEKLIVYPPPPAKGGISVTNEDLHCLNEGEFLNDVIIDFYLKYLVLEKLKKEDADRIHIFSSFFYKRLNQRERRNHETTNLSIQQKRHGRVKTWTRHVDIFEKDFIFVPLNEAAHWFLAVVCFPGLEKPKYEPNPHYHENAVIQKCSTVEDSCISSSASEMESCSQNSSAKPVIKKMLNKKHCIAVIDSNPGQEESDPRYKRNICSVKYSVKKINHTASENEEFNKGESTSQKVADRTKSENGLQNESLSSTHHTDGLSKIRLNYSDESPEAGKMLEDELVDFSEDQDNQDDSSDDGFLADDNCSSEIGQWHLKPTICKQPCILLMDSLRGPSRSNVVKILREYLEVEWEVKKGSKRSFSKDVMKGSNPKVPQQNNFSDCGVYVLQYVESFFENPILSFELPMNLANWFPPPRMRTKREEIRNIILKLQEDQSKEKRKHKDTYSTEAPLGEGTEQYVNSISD
UBC13 polyUb: human UBC13 polyubiquitination inhibition | P61088 | inhibition, % at 20 µM | 330,000 compounds, 0.47% hits | UBC13 polyubiquitin chain formation, TR-FRET; in the data active = inhibition above about 45%, passing the limit was not always enough; inconclusive = no clear call, values can overlap the other calls
SENP7 inh: blocks the human protease SENP7 | recombinant SENP7, Z-RLRGG-aminoluciferin luminescence, 40 min | inhibition, % at 5 µM | 330,000 compounds, 1.5% hits | AID 434973;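 active = inhibition above about 50% at the single test dose, limit read from the data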;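 also: plate controls were DMSO with enzyme for no effect and no enzyme buffer wells for full effect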
SENP8 block-2: inhibitors of human SENP8 protease | purified SENP8, Z-RLRGG-aminoluciferin cleavage, luminescence | Q96LD8 | inhibition, % at 10 µM | AID 2540 | 330,000 compounds, 1.2% hits; in the data active = inhibition above about 50%
APOBEC3G inh: inhibitors of human APOBEC3G DNA deaminase | Q9HC16 | recombinant A3G, ssDNA deamination FAM/TAMRA fluorescence | inhibition, % at 20 µM | 330,000 compounds, 0.28% hits | AID 493012;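 active = inhibition of at least 40% at 20 µM, with no more than 30% in the related APOBEC3A deaminase screen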;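 also: plate controls were DMSO wells with A3G for no effect and wells lacking A3G enzyme for full effect; some compounds called inactive have numbers as strong as hits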
Target sequence (Q9HC16 whole entry, looked up): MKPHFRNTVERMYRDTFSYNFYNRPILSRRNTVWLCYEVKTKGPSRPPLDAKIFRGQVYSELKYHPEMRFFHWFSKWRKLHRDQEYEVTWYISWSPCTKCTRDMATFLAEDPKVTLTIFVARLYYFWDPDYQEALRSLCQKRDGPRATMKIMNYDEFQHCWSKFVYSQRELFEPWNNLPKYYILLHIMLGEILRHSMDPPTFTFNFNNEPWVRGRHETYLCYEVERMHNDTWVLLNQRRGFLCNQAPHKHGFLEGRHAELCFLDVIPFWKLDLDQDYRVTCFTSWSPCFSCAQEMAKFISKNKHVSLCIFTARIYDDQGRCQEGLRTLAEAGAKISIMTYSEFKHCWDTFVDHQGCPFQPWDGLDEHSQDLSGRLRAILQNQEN
SENP1 FRET inh: blocks the human SENP1 SUMO protease catalytic domain; recombinant SENP1 catalytic domain, CyPet-SUMO1-YPet FRET cleavage; inhibition, % at 10 µM; 360,000 compounds, 0.21% hits; AID 624204;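 active = inhibition at least 30% at 10 µM, raw YFP signal under a set limit, fluorescence ratio 0.5 to 1.5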;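 also: 0% = enzyme with DMSO and 100% = no enzyme wells; some results filed as inactive read as strong as hits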
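material = recombinant human SENP1 catalytic domain, His6-tagged | quantity = 20 pM enzyme | reagent = 25 nM SUMO1 FRET substrate | compound dosing = 10 µM single point, 0.5% DMSO | timing = 50 min enzyme reaction, room temperature, light-protected | detection = FRET, CFP and YFP emission | control set = no-enzyme low, enzyme-DMSO high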
An asterisk follows results filed as active; ? = inconclusive; . = no result given.

SMILES	SENP8 block-1	Apaf-1 inh	SENP6 inh	UBC13 polyUb	SENP7 inh	SENP8 block-2	APOBEC3G inh	SENP1 FRET inh
COc1ccccc1CN=c1c([N+](=O)[O-])nn(-c2ccc3c(c2)OCCO3)n1O	26	4	46	-2	59*	22	-11	-2
COc1cccc(/C=N/NC(=O)CCn2c3ccccc3c3ccccc32)c1	6	10	-5	16	-1	-5	-5	2
COC(=O)c1c(NC(=O)CN2CCN(C(=O)c3ccco3)CC2)c2cc(C)ccc2n1C	-299	6	-8	-14	1	-11	-1	0
COc1ccccc1C(=O)Nc1ccc(S(=O)(=O)Nc2onc(C)c2C)cc1	24	2	5	-17	-2	0	0	2
O=C(COC(=O)c1cc(-c2cccc3ccccc23)nc2ccccc12)NC1CCS(=O)(=O)C1 (stereo not drawn)	-428	16	-22	-19	-12	-9	-13	10
CC(C)(C)n1nnnc1CN(Cc1cccnc1)Cc1ccccc1Cl	9	0	-12	7	8	4	-3	0
O=C(NCCCNC(=O)c1cc(Cl)ccc1Cl)c1ccccn1	4	2	19	2	-4	3	-6	-1
Cn1cc(CN2CCCC(C(=O)c3nccn3C)C2)c(-c2cccc(Cl)c2)n1 (stereo not drawn)	-12	3	-7	6	-3	-6	-4	2
O=S(=O)(Cc1ccccc1)/C1=C(\N2CCOCC2)CCCCCC1	15	-13	-1	20	-1	5	-4	1
CNCCc1ccccn1	-2	-9	0	-3	6	3	-7	0
Cc1nc(Nc2nc(-c3ccccc3)cc(=O)[nH]2)nc2ccccc12	14	19	-10	-10	3	-16	22	-1
CCOc1ccc(N2CC(C(=O)Nc3ncccc3C)CC2=O)cc1 (stereo not drawn)	19	-13	-17	0	1	2	-8	0
C=CCc1ccccc1OCC(CN1CCCCC1)OC(C)=O (stereo not drawn)	10	-13	3	15	-3	6	-6	-1
Cc1coc2c1c(C)cc1oc(=O)c(CC(=O)NCCCCCC(=O)O)c(C)c12	-284	2	7	3	4	8	-7	1
Cc1nn(-c2ccccc2)c(Cl)c1CN(C(=O)CCl)c1cccc2ccccc12	22	16	-9	-4	2	-3	-5	1

Already shown: an excerpt of the list.
SMILES	SENP8 block-1	Apaf-1 inh	SENP6 inh	UBC13 polyUb	SENP7 inh	SENP8 block-2	APOBEC3G inh	SENP1 FRET inh
Cc1nc(Nc2nc(-c3ccccc3)cc(=O)[nH]2)nc2ccccc12	14	19	-10	-10	3	-16	22	-1
CCOc1ccc(N2CC(C(=O)Nc3ncccc3C)CC2=O)cc1 (stereo not drawn)	19	-13	-17	0	1	2	-8	0

(further entries)
SMILES	SENP8 block-1	Apaf-1 inh	SENP6 inh	UBC13 polyUb	SENP7 inh	SENP8 block-2	APOBEC3G inh	SENP1 FRET inh
COC(=O)c1ccc(NC(=O)CSc2n[nH]c(-c3ccncc3)n2)cc1	-19	7	-2	-3	6	-6	-7	-9
COc1ccc(/C=N\NC(=O)c2ccccc2Br)cc1COc1ccccc1	-9	21	-6	0	-4	6	-7	0
CN(CC(=O)Nc1cccc(F)c1)C(=O)CCCc1cccs1	16	7	-9	11	-6	-4	-5	1
COc1ccc(OC)c(C2C(C(C)=O)=C(O)C(=O)N2CCN2CCOCC2)c1 (stereo not drawn)	10	19	6	-16	6	4	-5	-8
COc1ccc(OCc2nnc(SCC(=O)N(C)Cc3ccccc3)n2N)cc1	3	4	-17	1	-2	0	47*	2
O=C(C/C(=N\NC(=O)c1ccccc1Br)C(F)(F)F)c1cccs1	26	-3	9	-5	6	-3	-4	12
c1ccc(COc2ccc(OCCCN3CCCCC3)cc2)cc1	21	16	-7	3	-5	-16	-6	2
COc1ccc(Br)cc1-c1nc(CCl)cs1	2	9	-6	?	-10	-9	-10	-2
CCOc1ccccc1C(=O)N(CCC(=O)OC)c1ccccn1	43*	-3	-9	-6	-5	-4	4	1
O=C(Cc1ccccc1)NCC1CCCO1 (stereo not drawn)	-5	-19	-6	-3	6	1	3	2
CCOC(=O)Cn1c2c(c(=N)c3ccccc31)CCC2	-13	15	-4	-10	-5	-2	-3	0
COc1ccc(-c2csc(Nc3ccccn3)n2)cc1OC	0	8	5	3	1	10	0	1
Cc1nc2c(C(=O)NCc3cccs3)cnn2c(C)c1Cc1ccccc1	.	1	-4	36	3	-2	1	.
COCCCN1C(=O)C(O)=C(C(=O)c2ccco2)C1c1ccccc1 (stereo not drawn)	15	13	-9	-12	2	3	-2	1
Cn1c(CCN2CCN(c3ccccn3)CC2)nc2cc(NC(=O)COc3ccccc3)ccc21	6	35	5	1	15	-6	-2	2
CCOc1ccc(N2C(=O)C3CCCN3C2=O)cc1 (stereo not drawn)	10	-7	-7	6	3	0	3	2
CSc1nnc(Cc2ccc3c(c2)OCO3)o1	17	-4	-25	5	0	-6	-6	-1
CCN(CC)S(=O)(=O)c1ccc(Cl)c(C(=O)NC2CCCC2)c1	26	-8	-4	1	3	3	-4	1
COc1cc(NC(=O)CCc2nnc3ccc(N4CCN(c5cccc(OC)c5)CC4)nn23)cc(OC)c1	-1	-3	-4	?	-9	-1	-1	0
CNC(=O)C1CCN(S(=O)(=O)c2c(C)noc2/C=C/c2cccc(OC)c2)CC1	-425	-15	-1	5	-1	8	-5	3
N/C(=N\OS(=O)(=O)c1cc(Cl)ccc1Cl)c1ccncc1	10	8	2	-20	-8	-7	0	1
CCOC(=O)Cc1nnc(NC(=O)CSc2ccccc2)s1	-24	3	4	-6	0	6	0	-15
O=C(OCC(=O)N1CCc2ccccc21)c1ccc([N+](=O)[O-])o1	29	15	21	33	12	5	-2	1
CCOc1ccc(-n2c(SCC(=O)NC3CCS(=O)(=O)C3)nnc2-c2cccnc2)cc1 (stereo not drawn)	-15	-14	12	-2	-2	5	-2	1
CCCC(c1nnnn1CS(=O)(=O)c1ccc(C)cc1)N1CCC(C(N)=O)CC1 (stereo not drawn)	6	-2	-31	3	-4	1	-12	1
NC(=O)CSc1nnc(-c2ccc(S(=O)(=O)N3CCCC3)cc2)o1	-32	-5	1	8	4	-4	-8	-1
CC(=O)Nc1ccc(S(=O)(=O)N2CCCCC2c2cccnc2)cc1 (stereo not drawn)	23	0	-17	-1	-6	-4	-1	4
CC(=O)NCCCOc1ccc([N+](=O)[O-])cc1Cl	17	0	-15	-4	-10	-9	-9	2
CC(C)OCCCNC(=O)c1ccc(C2SCC(=O)N2Cc2ccco2)cc1 (stereo not drawn)	-36	0	-6	-5	0	0	-2	-1
COc1cccc(N2CCN(S(=O)(=O)c3ccc(CN4C(=O)c5cccnc5C4=O)cc3)CC2)c1	11	8	-11	-5	1	-1	-1	-2
O=C(Nc1nc2c(s1)CCCC2)C1CCCN1C(=O)c1cccs1 (stereo not drawn)	16	12	15	5	1	2	20	-1
Oc1c(C=C2N=c3ccccc3=N2)sc(=S)n1-c1ccccc1	-44	8	-22	-23	-5	-5	-7	11
FC(F)(F)c1cccc(-c2cc3ccccc3nc2N2CCCC2)c1	-464	12	-10	5	-12	-8	-11	-15
Cc1[nH]n(-c2ccccc2)c(=O)c1C=Nc1cnc2ccccc2c1	-362	9	-14	-2	-2	-5	-2	2
COc1ccc(N(Cc2cc3cccc(C)c3[nH]c2=O)C(=O)C2CCCO2)cc1 (stereo not drawn)	-22	-11	-7	6	5	-2	-1	-2
CC(C)Sc1nc2c(c(=O)n(C)c(=O)n2C)n1C	14	-9	6	-2	3	5	-1	0
Cc1cc(C)cc(NC(=O)c2ccc(CN3CCc4ccccc4C3)cc2)c1	14	7	3	8	-3	-1	-5	4
CCc1ccccc1NC(=O)C1=CN2CCS(=O)(=O)N=C2C=C1	-101	7	-11	-6	10	-6	-10	2
CC(C)OCCCN1CC(=O)N2[C@@H](Cc3c([nH]c4ccccc34)C2(C)C)C1=O	12	1	15	-1	8	-3	-7	2
O=C(Nc1ccccc1)c1cn(CCBr)cn1	14	-27	31	6	15	14	-6	-1
CC1=C(C(=O)Nc2ccccc2)C(c2ccc(C)o2)n2c(s/c(=C\c3ccco3)c2=O)=N1 (stereo not drawn)	5	21	-7	-31	-6	-8	0	22
COc1ccc2c(c1)c(C(=O)N/N=C/c1cn(C)c3ccccc13)c(C)n2C	-26	-12	-4	2	-3	3	-6	0
COc1ccc(CC2(CO)CCN(Cc3cnn(-c4ccccc4)c3)CC2)cc1	19	-1	7	14	4	-1	-3	0
CCCCNC(=O)C1CCCNC1=O (stereo not drawn)	12	-2	-4	-3	-4	-10	-6	3
Cn1c(=O)cc(SCC(=O)NCC2CCCO2)c2ccc(Cl)cc21 (stereo not drawn)	-44	8	0	5	2	4	0	2
O=C(CNc1ccc(F)cc1)N/N=C1\CCCc2ccccc21	12	5	-3	3	7	-1	2	2
COc1cccc(C(=O)N/N=c2/oc3ccccc3cc2C(N)=O)c1	8	1	3	-7	5	2	-12	0
CN1CCN(C(=O)c2ccc3c(c2)NC(=O)C(C)(C)O3)CC1	16	-15	5	5	-4	4	-6	0
Cc1noc(NS(=O)(=O)c2ccc(N/C=C\C(=O)c3ccc4c(c3)OCO4)cc2)c1C	-48	-13	19	1	0	-4	-8	-37

Molecules from the list above with a Cl atom:
SMILES	SENP8 block-1	Apaf-1 inh	SENP6 inh	UBC13 polyUb	SENP7 inh	SENP8 block-2	APOBEC3G inh	SENP1 FRET inh
CC(C)(C)n1nnnc1CN(Cc1cccnc1)Cc1ccccc1Cl	9	0	-12	7	8	4	-3	0
O=C(NCCCNC(=O)c1cc(Cl)ccc1Cl)c1ccccn1	4	2	19	2	-4	3	-6	-1
Cn1cc(CN2CCCC(C(=O)c3nccn3C)C2)c(-c2cccc(Cl)c2)n1 (stereo not drawn)	-12	3	-7	6	-3	-6	-4	2
Cc1nn(-c2ccccc2)c(Cl)c1CN(C(=O)CCl)c1cccc2ccccc12	22	16	-9	-4	2	-3	-5	1
COc1ccc(Br)cc1-c1nc(CCl)cs1	2	9	-6	?	-10	-9	-10	-2
CCN(CC)S(=O)(=O)c1ccc(Cl)c(C(=O)NC2CCCC2)c1	26	-8	-4	1	3	3	-4	1
N/C(=N\OS(=O)(=O)c1cc(Cl)ccc1Cl)c1ccncc1	10	8	2	-20	-8	-7	0	1
CC(=O)NCCCOc1ccc([N+](=O)[O-])cc1Cl	17	0	-15	-4	-10	-9	-9	2
Cn1c(=O)cc(SCC(=O)NCC2CCCO2)c2ccc(Cl)cc21 (stereo not drawn)	-44	8	0	5	2	4	0	2
